KCNH2 3.1 block = inhibitors of human KCNH2 3.1 potassium channel isoform. U2OS KCNH2 3.1, thallium flux FluxOr; hits give low values. activity change, % (tested at about 1.8 µM). actives 0.95% (n = 340,000);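 active means maximum activity change below -70%; inconclusive means maximum activity change from -70% to -50%; inactive means maximum activity change above -50%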;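 further: thallium influx rate constant from kinetic fluorescence after stimulation buffer; on the % scale 0 is the no-effect control and ±100 the full control effect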
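Steps: virus added to U2OS suspension (4 h, RT, dark); medium with 10% FBS added, cells plated, 37 C overnight; FluxOr/Red40 loading buffer 45 min RT; stimulation buffer, 2 min kinetic read; rate constant normalized.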
Eya2 inh = inhibitors of human Eya2 phosphatase activity; Potency, µM (top dose mostly 76.9 µM), inactives show top-dose activity, negative = inhibition, usual class: inhibitors; actives 0.006% (n = 330,000); recombinant Eya2, OMFP fluorescence dephosphorylation (OMFP is methylfluorescein phosphate); O00167; further: potency means the concentration at half of the fitted maximal effect; on the % scale 0 is the no-effect control and ±100 the full control effect
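Eya2 (0.2 uM) preincubated 10 min at ambient with compound, then OMFP substrate added at 50 uM; 10 min reaction in 50 mM HEPES pH 7.5, 50 mM NaCl, 5 uM MgCl2, 0.05% BSA, 1 mM DTT. Fluorescence read at Ex 485/Em 525 nm.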
USP2a block = blocks human ubiquitin-specific protease USP2a; O75604; AID 463254; actives 0.01% (n = 330,000); Potency, µM (highest dose often 38.3 µM), for inactives: top-dose activity change, negative = inhibition, most hits filed as inhibitors; USP2 core, Ub-CHOP2 coupled fluorogenic reporter, 485/531;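 further: potency means the concentration at half of the fitted maximal effect; plate controls were DMSO wells for no effect and full inhibition by NEM control for full effect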
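Cell-free coupled assay: 10nM USP2 core preincubated 30min RT with compound in Tris-HCl pH 8.0/CaCl2/CHAPS buffer, then 25nM Ub-CHOP2 and 25nM reporter substrate; fluorescence (Ex 485/Em 531) read after 60min RT, normalized to NEM inhibition, concentration-response curves fitted.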
AT treatment = potential ataxia-telangiectasia treatments restoring KAP-1 phosphorylation | […] A-T fibroblasts, KAP-1 phosphorylation AlphaLISA; neocarzinostatin DNA damage 30 min before lysis | Potency, µM (highest dose often 57.5 µM), for the others: at the highest dose activation, usual class: activators | actives 0.19% (n = 320,000) | AID 485349; further: potency means the concentration at half of the fitted maximal effect; % of control where 0% means no effect; nearly all actives have a fitted effect of over 45% in size
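ATM-like activity read as KAP-1 phosphorylation via AlphaLISA donor/acceptor antibody pairs after lysis and 6 hr at 25C. Cells were ATM-null patient fibroblasts ([…], hTERT), dosed 60 min, then exposed to the DSB inducer NCS for 30 min.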
Mito fusion yeast = inhibitors of mitochondrial division or activators of mitochondrial fusion; S. cerevisiae fusion-defective mutant growth rescue, CellTiterGlo 48 h; Potency, µM (top dose mostly 46.1 µM), for inactives: at the highest dose growth rescue (activation), usual class: activators; actives 0.23% (n = 320,000); AID 485298;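 further: potency means the concentration at half of the fitted maximal effect; % of control where 0% means no effect; nearly all actives have a fitted effect of over 45% in size; temperature-sensitive fusion mutants such as fzo1-1 at 37 °C on non-fermentable ethanol glycerol medium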
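Read-out: ATP-based luminescence (CellTiterGlo, 10 min ambient) reporting growth of fusion-defective ts yeast after 48 hours at 37C on glycerol/ethanol YPEG medium in the presence of compound.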
TCR act = activators of T cell receptors; primary human leukocytes, anti-CD3, IL-2 HTRF, 48 h; 330,000 tested, under 10 active; Potency, µM (titrated, usually from 9.22 µM), for the others: top-dose activation of IL-2 secretion, actives largely listed as activators; further: % of control where 0% means no effect
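Human primary leukocytes + a-CD3 beads + cpd, 48 hr; IL-2 in supernatant by HTRF (ex 320nm / em 665nm). No co-stimulatory signal supplied.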
TSHR antag = blocks TSH signaling through the human TSH receptor | TSHR-expressing cells, TSH-stimulated cAMP HTRF, 2 h; hits give low values | activity change, negative = inhibition, % at 11.5 µM | AID 504810 | actives 0.2% (n = 330,000);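 active means activity change below a set negative limit, meaning inhibition stronger than a set level, cut at about -70% in these data; inconclusive means activity change between two set negative limits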; further: on the % scale 0 is the no-effect control and ±100 the full control effect
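TSHR-expressing cells were treated with compounds, then stimulated with TSH at EC80 (4nM final) for 2 hours at 37 deg C. Cellular cAMP was measured by HTRF competition between lysate cAMP and cAMP-d2 for a cryptate-labelled anti-cAMP antibody.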
hERG WT inh = KCNH2 (human, wildtype) channel inhibition; U2OS, BacMam KCNH2, thallium flux FluxOr; hits give low values; actives 0.37% (n = 340,000); Q12809; activity change, % at 1.84 µM;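 active means maximum activity change below -70%; inconclusive means maximum activity change between -70% and -50%; inactive means maximum activity change above -50%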; further: on the % scale 0 is the no-effect control and ±100 the full control effect
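U2OS cells transduced with wild-type KCNH2 virus are loaded with FluxOr dye for 45 min, and thallium flux is measured in kinetic reads before and after stimulation buffer. Rate constants are normalized to DMSO controls.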
TRPV1 agonist = human TRPV1 agonism. Q8NER1. TRPV1-expressing cells, Fluo-8 calcium influx, agonist mode. activation, % at 8.33 µM. actives 0.19% (n = 320,000). AID 540275; in the data active means activation above about 80%; inconclusive means between about 30% and that limit; further: 0% is about no effect
Target sequence (Q8NER1 whole entry, looked up): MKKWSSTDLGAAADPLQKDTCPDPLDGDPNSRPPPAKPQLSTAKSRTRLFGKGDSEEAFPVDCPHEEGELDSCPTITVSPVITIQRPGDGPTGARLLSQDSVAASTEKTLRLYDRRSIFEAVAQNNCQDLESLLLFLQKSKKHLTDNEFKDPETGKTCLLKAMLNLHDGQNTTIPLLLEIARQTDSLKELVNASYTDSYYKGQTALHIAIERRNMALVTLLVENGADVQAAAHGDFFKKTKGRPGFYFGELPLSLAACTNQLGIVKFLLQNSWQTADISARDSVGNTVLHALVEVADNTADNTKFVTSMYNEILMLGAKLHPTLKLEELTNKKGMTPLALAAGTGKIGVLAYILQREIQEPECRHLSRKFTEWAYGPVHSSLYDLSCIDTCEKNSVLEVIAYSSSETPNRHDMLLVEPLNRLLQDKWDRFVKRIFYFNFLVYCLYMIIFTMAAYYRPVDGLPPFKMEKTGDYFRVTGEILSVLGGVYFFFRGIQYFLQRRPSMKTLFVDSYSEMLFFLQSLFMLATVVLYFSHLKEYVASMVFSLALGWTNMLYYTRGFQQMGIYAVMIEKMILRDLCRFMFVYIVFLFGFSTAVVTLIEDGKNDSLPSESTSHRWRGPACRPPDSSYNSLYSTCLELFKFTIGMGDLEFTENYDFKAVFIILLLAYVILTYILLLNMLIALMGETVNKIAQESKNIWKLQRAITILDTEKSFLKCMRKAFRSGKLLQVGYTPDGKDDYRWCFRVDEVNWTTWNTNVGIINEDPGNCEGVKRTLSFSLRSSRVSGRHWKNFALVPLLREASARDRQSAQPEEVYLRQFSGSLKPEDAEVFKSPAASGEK
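Cells expressing TRPV1 were dye-loaded with Fluo-8 and read kinetically: 10 s baseline, 3 min after compound (agonist portion), then 2 min after EC20 capsaicin (allosteric enhancer portion). Calcium-bound dye fluorescence at 480/520 nm.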
ELG1 DNA repair = ELG1-dependent DNA repair inhibition. HEK293T ELG1-luciferase reporter, luminescence, 16 h; DNA damage induced by 5-fluorouridine. Potency, µM (series often up to 46.1 µM), without a hit: at the top dose activity change, negative = inhibition, hits mostly inhibitors. actives 2.3% (n = 330,000). AID 504467; further: potency means the concentration at half of the fitted maximal effect; on the % scale 0 is the no-effect control and ±100 the full control effect; nearly all actives have a fitted effect of over 55% in size
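Step one: seed 2,000 cells per well. Step two: pin-transfer compound or DMSO alongside 5-fluorouridine. Step three: incubate 16 hr, 37 °C, 5% CO2. Step four: add ONE-Glo, wait 30 min, read luminescence.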
Starred values were filed as active, the others as inactive; i = inactive; ? = inconclusive; / = not tested or not shown; & = joins results of further samples; [ ] = dose if it differs, or a comment. Unless noted, the call rests on the fitted dose curve; in most records, active means well fitted curve in the direction sought with a large enough effect; inconclusive means small, poorly fitted or top-dose-only effect, or another doubt; inactive means no such curve, though single readings can be large; an effect the other way counts as inactive or inconclusive.

Each structure is followed by: KCNH2 3.1 block	Eya2 inh	USP2a block	AT treatment	Mito fusion yeast	TCR act	TSHR antag	hERG WT inh	TRPV1 agonist	ELG1 DNA repair
1) C/C(N)=C(/C#N)C(=O)CSc1nnc(Cc2ccccc2F)n1N
    -6	-7%	-7%	6%	1%	2%&1%	-6	6&-11	-2	8%
2) CC1CCCN(CC(=O)N2c3ccccc3Sc3ccccc32)C1 (centres undefined)
    -11	-9%	1%	3%	-4%	6%	6	3	14	9%
3) Cc1ccc(-c2cc(C(=O)N/N=C/c3cccnc3)n[nH]2)o1
    -4	6%	1%	2%	-4%	1%[46.1 µM]	0	-24	3	-10%
4) COc1ccc(NC(=O)c2ccc(-c3ccc(C(C)=O)cc3)o2)cn1
    -16	-11%	2%	3%	2%	1%	-1	7	0	?
5) CCOC(=O)c1[nH]c2ccc(OC)cc2c1NC(=S)N1CCN(c2cccc(C)c2C)CC1
    4	-4%	-11%	0%	6%	-5%[46.1 µM]	19	-1	-2	13µM*
6) C/C(N)=C(/C#N)C(=O)CSc1nc2ccccc2c(=O)n1CCCO
    -9	1%	2%	-2%	-4%	-2%[46.1 µM]	-5	3	0	-2%
7) CCOC(=O)N1CCN(Cc2ccccn2)CC1
    0	/	/	/	-6%	-19%	/	1	2	/
8) N#C/C(=C\c1c[nH]c2ccccc12)C(=O)NC1CC1
    15	-8%	2%	-19%	2%	0%	-4	-20	-5	?
9) CCc1ccc(NC(=O)CSc2nnc(-c3ccccn3)n2C)cc1
    1	5%	2%	2%	1%	-1%	-7	-8	-1	1%
10) CCC(CO)Nc1nc2ccc(Cl)cc2c2ccccc12 (centres undefined)
    -2	-9%	-13%	10%	-24%	-1%	6	25	?	2%
11) CC(OCC(O)CNCC1COc2ccccc2O1)c1ccc(Cl)cc1 (centres undefined)
    -12	-16%	-1%	1%	0%	-8%	8	14	7	-6%
12) Cc1nn(Cc2ccccc2)c(C)c1CNC(=O)[C@H](C)N=C1NS(=O)(=O)c2ccccc21
    7	0%	2%	2%	-5%	4%	3	-6	6	?
13) Cc1nnc(SCC(=O)NNC(=O)c2ccco2)n1-c1ccccc1
    4	9%	-2%	27%[11.5 µM]	7%	5%	39	-4	-2	?
14) Cc1ccc(N(C)S(=O)(=O)c2cccc(C(=O)Nc3nnc(C4CC4)s3)c2)cc1
    12	14%	-19%	-6%	2%	-1%	0	6	30	?
15) CC(=O)Nc1ccc(S(=O)(=O)Nc2nc3ccccc3nc2Nc2ccc(N)cc2)cc1
    11	-2%	0%	1%	-4%	6%	-12	-9	0	-2%

Reformatted with bars between the fields: part of the list above.
item | compound | KCNH2 3.1 block | Eya2 inh | USP2a block | AT treatment | Mito fusion yeast | TCR act | TSHR antag | hERG WT inh | TRPV1 agonist | ELG1 DNA repair
11 | CC(OCC(O)CNCC1COc2ccccc2O1)c1ccc(Cl)cc1 (centres undefined) | -12 | -16% | -1% | 1% | 0% | -8% | 8 | 14 | 7 | -6%
12 | Cc1nn(Cc2ccccc2)c(C)c1CNC(=O)[C@H](C)N=C1NS(=O)(=O)c2ccccc21 | 7 | 0% | 2% | 2% | -5% | 4% | 3 | -6 | 6 | ?
2 | CC1CCCN(CC(=O)N2c3ccccc3Sc3ccccc32)C1 (centres undefined) | -11 | -9% | 1% | 3% | -4% | 6% | 6 | 3 | 14 | 9%

Continued.
Each structure is followed by: KCNH2 3.1 block	Eya2 inh	USP2a block	AT treatment	Mito fusion yeast	TCR act	TSHR antag	hERG WT inh	TRPV1 agonist	ELG1 DNA repair
16) O=C(O)CCC(=O)N1CCN(Cc2ccc3c(c2)OCO3)CC1
    1	11%	-2%	8%	2%	9%	7	4	2	4%
17) Oc1ccc(Cl)cc1N=Nc1ccccc1
    -12	16%	-1%	8%	-3%	-1%	-12	-3	5	?
18) CCC(=O)c1c[nH]c(C(=O)N2CCOCC2)c1
    5	-1%	-8%	0%	-1%	-2%	10	3	5	0%
19) Cc1ccc2c(c1)N(CC(=O)Nc1c(C)cccc1C)C(=O)c1cccnc1O2
    -17	5%	3%	4%	5%	-1%	4	8	0	1%
20) O=S(=O)(c1ccc(Cl)s1)N1CCN(c2ncccn2)CC1
    -2	-9%	2%	0%	1%	4%	-5	2	/	-14%
21) O=C(O)c1cccc(NC(=O)c2cn(-c3ccccc3)nc2-c2ccncc2)c1
    1	5%	5%	-7%	-2%	1%	-7	/	-4	11%
22) O=[N+]([O-])c1cccc(CN2CCC(Cc3ccccc3)CC2)c1
    -32	-6%	1%	1%	1%	-2%	-4	19	3	1%
23) CCN(CC(=O)Nc1ccc(NC(C)=O)cc1)C(=O)Cc1ccc(Cl)c(Cl)c1
    11	8%	0%	1%	-2%	2%	50	-8	-4	4%
24) CCCNC(=O)c1nc(C)n(-c2cc(Cl)cc(Cl)c2)n1
    7	-1%	-1%	-3%	-2%	3%	-1	-2	-4	8%
25) Cc1cc(=O)oc2c3c(cc(OCC(=O)NCCC(=O)O)c12)OC(C)(C)CC3
    1	3%	0%	2%	6%	8%	-8	0	-1	8%
26) CCc1c(C)sc(NC(=O)CSc2nc3c(c(C(F)(F)F)n2)CCc2ccccc2-3)c1C#N
    4	6%	0%	18%	4%	/	40	4	7	4%
27) C#CCOCCOCCOCCNc1nc(N2CCN(C(=O)CCCCCCCCCCNC(=O)[C@H]([C@@H](C)CC)n3cc(CCCCN=C(N)N)nn3)CC2)nc(N2CCN(C(=O)CCCCCCCCCCNC(=O)[C@H](CCCN=C(N)N)n3cc(C[C@@H](C)CC)nn3)CC2)n1
    /	-24%	11µM*	-5%	-7%	/	-18	/	-1	?
28) O=C(Nn1c(-c2ccccc2)nc2ccccc2c1=O)c1ccc([N+](=O)[O-])cc1
    5	5%	1%	-1%	0%	-2%[46.1 µM]	5	-11	15	8%
29) O=C(OCc1ccc(F)cc1Cl)c1ccccn1
    5	-2%	-2%	/	11%	/	3	8	15	12%
30) COC(=O)c1ccccc1NC(=O)c1noc2c1CC(C(C)(C)C)CC2 (centres undefined)
    13	15%	2%	9%	2%	/	4	-26	-1	8%

31. FC(F)Oc1ccc(NC(=S)NCCc2ccccn2)cc1
32. CCOc1ccc(/C=C2\CCC(C3CCCC3)C2=O)cc1OC (centres undefined)
33. CCOC(=O)CNC(=O)CSc1ccc2nnc(-c3ccc(F)cc3)n2n1
34. Cc1c(NC(=O)c2ccc(CN3CCc4ccccc4C3)cc2)c(=O)n(-c2ccccc2)n1C
35. CCCCn1c2c(c3ccccc31)CCc1nonc1-2
36. COc1ccc(C(=O)Nc2ccc3nc(N4CCN(C)CC4)cc(C)c3c2)c(OC)c1
37. CCOc1ccc(C(C)(C)C)cc1S(=O)(=O)n1nc(C)cc1C
38. COc1ccc(C(=O)NC(=S)Nc2cc3oc4ccccc4c3cc2OC)cc1

assay / compound | 31 | 32 | 33 | 34 | 35 | 36 | 37 | 38
KCNH2 3.1 block | 15 | 9 | 2 | 1 | 0 | -1 | -17 | -7
Eya2 inh | 3% | 9% | -4% | -33% | 1% | -23% | -2% | -11%
USP2a block | 9% | 5% | 1% | -5% | 2% | -1% | -2% | -2%
AT treatment | 1% | -3% | -2% | 5% | 21% | -3% | -1% | 9%
Mito fusion yeast | -5% | -4% | 22% | -2% | 19% | 5% | 4% | -1%
TCR act | -5% | -4% | 7% | 2% | -1%[46.1 µM] | 4% | -2%[46.1 µM] | 2%[46.1 µM]
TSHR antag | 13 | -10 | 2 | 1 | 13 | -5 | 27 | -1
hERG WT inh | 0 | -14 | -3 | -1 | 1 | 1 | -6 | i
TRPV1 agonist | 3 | -2 | 0 | 1 | -4 | 0 | 9 | 1
ELG1 DNA repair | 1% | ? | -10% | -20% | 14% | 2% | -9% | 5%

Assay outcomes: PubChem, National Center for Advancing Translational Sciences (NCATS)

Not all compounds are listed, so the mix of outcomes need not match the whole.
